Screening data as filed in PubChem BioAssay.
D1 antag – human D1 dopamine receptor antagonism | P21728 | HEK293 TREx D1 cells, calcium flux, dopamine EC80; hits give low values | activity change, negative = inhibition, % at 10 µM | 360,000 compounds, 3.2% hits; in the data active = activity change below about -30%; note: % is set by controls: 0 for no effect and ±100 for the full control effect
Target sequence (P21728 whole entry, looked up): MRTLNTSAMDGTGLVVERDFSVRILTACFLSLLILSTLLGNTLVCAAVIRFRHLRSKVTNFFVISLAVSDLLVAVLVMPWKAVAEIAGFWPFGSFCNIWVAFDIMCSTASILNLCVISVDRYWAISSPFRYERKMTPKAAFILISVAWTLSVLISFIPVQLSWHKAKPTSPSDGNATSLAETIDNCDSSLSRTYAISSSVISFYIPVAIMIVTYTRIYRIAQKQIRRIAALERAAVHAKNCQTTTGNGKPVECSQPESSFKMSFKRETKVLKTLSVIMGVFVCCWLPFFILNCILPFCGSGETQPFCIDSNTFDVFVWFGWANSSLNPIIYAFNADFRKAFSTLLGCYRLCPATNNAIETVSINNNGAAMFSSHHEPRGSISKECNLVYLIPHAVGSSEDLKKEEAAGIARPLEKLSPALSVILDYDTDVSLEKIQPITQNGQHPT
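Allosteric or orthosteric antagonism assessed as attenuation of the calcium response to EC80 dopamine, added 180 s after compound, in induced HEK293 Trex D1 cells loaded with no-wash calcium dye.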
RXFP1 antag – blocks the human relaxin receptor RXFP1; Q9HBX9; activity change, negative = inhibition, % at 57.5 µM; AID 1259400; HEK293-RXFP1, relaxin-stimulated cAMP HTRF, 30 min; hits give low values; 350,000 compounds, 0.59% hits;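 active = activity change of -60% or lower, but not beyond a set lower limit; inconclusive = change between -60% and -40%, or beyond the set limit; inactive = change above -40%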; note: % is set by controls: 0 for no effect and ±100 for the full control effect
Vif-A3G inh – Vif-A3G binding inhibition. Potency, µM (doses to about 46.1 µM), for the others: top-dose activity, negative = active, usual class: inhibitors. HeLa A3G-eYFP + Vif (tagged APOBEC3G with the HIV-1 protein that degrades it), YFP fluorescence, overnight. Q9HC16. 410,000 compounds, 0.076% hits. AID 602310;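 note: potency is the fitted concentration of half-maximal effect; % is set by controls: 0 for no effect and ±100 for the full control effect; nearly all actives have a fitted effect of over 60% in size; hits raise eYFP signal because A3G escapes Vif-driven loss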
Target sequence (Q9HC16 whole entry, looked up): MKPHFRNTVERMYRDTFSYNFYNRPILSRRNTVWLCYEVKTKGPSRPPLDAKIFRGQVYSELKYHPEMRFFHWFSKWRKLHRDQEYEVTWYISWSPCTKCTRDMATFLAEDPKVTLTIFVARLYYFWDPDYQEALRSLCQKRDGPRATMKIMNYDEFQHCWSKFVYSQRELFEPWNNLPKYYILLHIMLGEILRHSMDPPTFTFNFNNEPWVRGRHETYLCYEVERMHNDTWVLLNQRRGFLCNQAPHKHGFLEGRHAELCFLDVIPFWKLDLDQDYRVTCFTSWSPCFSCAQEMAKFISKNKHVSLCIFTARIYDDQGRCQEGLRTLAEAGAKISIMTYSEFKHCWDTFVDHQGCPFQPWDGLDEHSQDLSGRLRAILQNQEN
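Read-out is eYFP fluorescence (Ex 488/Em 500-530) from Vif-expressing HeLa A3G-eYFP cells; more signal means A3G escaped Vif-mediated degradation. Cells plated overnight, compound pinned in, incubated overnight at 37 deg C.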
D1 ag – human D1 receptor agonism; P21728; HEK293 T-REx D1 cells, calcium flux, agonist mode; activation, % at 2 µM; 360,000 compounds, 1% hits; in the data active = activation above about 30%; note: 0% is about no effect
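Inducible HEK293 T-REx D1 cells, force-coupled to calcium signalling, were plated at 4000 cells/well with tetracycline and held overnight at 30 C. After no-wash calcium dye loading, compound-evoked calcium rise over 180 s flagged agonists.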
D2 potentiator – positively modulates the human D2 dopamine receptor allosterically; P14416; HEK293 T-REx D2, calcium flux, EC20 dopamine potentiation; potentiation, % at 10 µM; 340,000 compounds, 0.34% hits;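 active = potentiation over 3 SD above the plate norm, cut at about 30% in these data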; note: 0% is about no effect
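Potentiation of an EC20 dopamine calcium response is measured in a force-coupled, tetracycline-inducible Hek293 Trex D2 line. Compound-only kinetic reads over 180 s flag agonists before dopamine addition.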
D1 potentiator – human D1 dopamine receptor positive modulation. HEK293 TREx D1 cells, calcium flux, dopamine EC20 potentiation. P21728. potentiation, % at 10 µM. 360,000 compounds, 0.036% hits. AID 504651; in the data active = potentiation above about 30%; note: 0% is about no effect
Vif-A3F inh – inhibitors of Vif-A3F interaction; AID 602313; HeLa A3F-eYFP + Vif (tagged APOBEC3F with the HIV-1 protein that degrades it), YFP fluorescence increase; Potency, µM (doses to about 46.1 µM), for the others: at the highest dose activity, negative = active; 390,000 compounds, 0.2% hits; note: potency is the fitted concentration of half-maximal effect; % of control where 0% means no effect; nearly all actives have a fitted effect of over 65% in size
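HeLa cells stably expressing Vif plus C-terminally eYFP-tagged A3F were seeded, incubated overnight at 37 deg C, dosed with compound, incubated overnight again at 37 deg C. Yellow fluorescence (Ex 488/Em 500-530) reported blocked Vif-mediated A3F-eYFP degradation.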
RXFP1 ag – agonists of human relaxin receptor RXFP1; Q9HBX9; HEK293T-RXFP1 cAMP TR-FRET, 30 min; response scale: percent of porcine relaxin response, buffer zero; Potency, µM (titrated, usually from 57.5 µM), inactives show at the highest dose activation, usual class: activators; 370,000 compounds, 0.3% hits; AID 2676; note: potency is the fitted concentration of half-maximal effect; % is set by controls: 0 for no effect and ±100 for the full control effect; nearly all actives have a fitted effect of over 60% in size; many of its hits are not listed in these tables
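cAMP rise read by TR-FRET after 30 min, 37C compound exposure (up to 58 uM) in RXFP1-transfected HEK293 cells with Ro 20174 present. EC50 from Hill-equation fits, with 29 nM porcine relaxin as 100% and buffer as basal.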
GRP78 ERSR act – induces the endoplasmic reticulum stress response in human glioma cells. U87-MG GRP78 promoter luciferase reporter, 16 h. Potency, µM, for the others: top-dose activation, usual class: activators. 420,000 compounds, 0.02% hits. AID 602332; note: potency is the fitted concentration of half-maximal effect; series mostly up to about 76 µM; % of control where 0% means no effect; nearly all actives have a fitted effect of over 35% in size
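Stably transfected U87-MG glioma cells carrying a GRP78-based luciferase sensor; 16 h compound incubation. Luminescence end-point read 10 min after Bright-Glo addition at room temperature.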
* marks the source's active call; other numbers are inactive results; ? = inconclusive; . = no result given. Unless noted, calls come from the whole dose curve; as a rule, active = well fitted curve in the direction sought with a large enough effect; inconclusive = small, poorly fitted or top-dose-only effect, or another doubt; inactive = no such curve, though single readings can be large; an effect the other way counts as inactive or inconclusive. The list is partial. The share of hits here may be higher or lower than overall.

Each structure is followed by: D1 antag	RXFP1 antag	Vif-A3G inh	D1 ag	D2 potentiator	D1 potentiator	Vif-A3F inh	RXFP1 ag	GRP78 ERSR act
COc1ccc(-c2c(C#Cc3ccsc3)c3cc(-c4ccc(OC)nc4)ccc3n2C)cc1
    .	.	-5%	2	1	-1	-5%	2.0%	0%
Cc1cccc(OCC(=O)N(C)c2c(N)n(Cc3ccccc3)c(=O)[nH]c2=O)c1C
    12	-5	2%	1	-5	-1	5%	-0.8%	-1%
COC(=O)C1(CO)NC(c2ccc(C)cc2)C2C(=O)N(c3ccccc3)C(=O)C21 (configuration not stated)
    -24	-5	0%	6	-4	-3	-6%	0.9%	2%
COc1ccc(C(=O)N2CCN(S(=O)(=O)c3ccccc3)CC2)c(OC)c1
    -10	6	0%	3	0	0	-2%	1.4%	-4%
CNc1nnc(-c2ccco2)s1
    -6	-6	0%	1	2	1	-1%	0.3%	3%
CCN(CC)C(=O)C1CCCN(Cc2ccc(N(C)C)cc2)C1 (configuration not stated)
    -2	-11	1%	1	-1	-3	3%	-1.0%	-4%
COc1cc(NC(=O)COC(=O)CO/N=C(\C)c2ccc3c(c2)OCO3)cc(OC)c1
    8	5	-4%	2	1	-3	5%	0.0%	-2%
COc1ccc(C(=O)C2CCCN(C(=O)c3ccccc3C(C)=O)C2)cc1F (configuration not stated)
    -10	-17	-4%	2	12	-4	-5%	3.2%	-3%
CCOc1ccc2nc(SC3CC(=O)N(c4cccc(OC)c4)C3=O)sc2c1 (configuration not stated)
    -13	6	1%	12	-3	0	-2%	1.7%	-15%
O=C(O)CCn1c(=O)c2ccccc2c2ccccc2c1=O
    15	-5	4%	4	3	9	7%	0.0%	-3%
CCC(C)NCC(=O)Nc1ccc(S(N)(=O)=O)cc1 (configuration not stated)
    -6	-10	-4%	1	0	-4	-13%	2.2%	-4%
CCOc1ccccc1CN1CCNC(=O)C1CC(=O)N(C)CCc1ccccn1 (configuration not stated)
    11	8	-4%	3	5	0	0%	0.6%	0%
COc1cc2[nH]c(=S)nc(NCc3ccccc3)c2cc1OC
    -2	1	-2%	0	5	0	6%	?	-2%
Cn1c(=O)oc2cc(S(=O)(=O)Nc3cccc(F)c3)ccc21
    -9	11	-1%	0	0	-3	-5%	2.8%	-3%
COc1ccc(C(=O)COC(=O)c2cc(=O)c3ccccc3o2)cc1
    .	9	2%	.	.	.	-9%	.	-2%
Cc1ccc(N2CC(NS(=O)(=O)c3cccs3)CC2=O)cc1C (configuration not stated)
    4	-8	-3%	13	4	-4	-23%	2.8%	0%
O=[N+]([O-])c1ccc(C[n+]2ccccc2)cc1
    8	.	1%	2	18	-4	3%	-1.4%	-2%
CCOc1ccc(C(=O)OCC(=O)NCC2CCCO2)cc1 (configuration not stated)
    .	-5	-7%	.	.	.	-2%	.	0%
N#Cc1c(N)n(-c2ccc(N)cc2)c2nc3ccccc3nc12
    3	0	0%	3	-9	-8	-19%	3.0%	-7%
Cn1c(=NC(=O)c2ccco2)sc2cccc(F)c21
    0	3	-7%	2	15	-2	0%	5.2%	3%

Profiles as entered above. Values in the order: D1 antag | RXFP1 antag | Vif-A3G inh | D1 ag | D2 potentiator | D1 potentiator | Vif-A3F inh | RXFP1 ag | GRP78 ERSR act
COC(=O)C1(CO)NC(c2ccc(C)cc2)C2C(=O)N(c3ccccc3)C(=O)C21 (configuration not stated) reads -24 | -5 | 0% | 6 | -4 | -3 | -6% | 0.9% | 2%
O=C(O)CCn1c(=O)c2ccccc2c2ccccc2c1=O reads 15 | -5 | 4% | 4 | 3 | 9 | 7% | 0.0% | -3%
CCN(CC)C(=O)C1CCCN(Cc2ccc(N(C)C)cc2)C1 (configuration not stated) reads -2 | -11 | 1% | 1 | -1 | -3 | 3% | -1.0% | -4%
COc1ccc(C(=O)COC(=O)c2cc(=O)c3ccccc3o2)cc1 reads . | 9 | 2% | . | . | . | -9% | . | -2%

New compounds follow:
Each structure is followed by: D1 antag	RXFP1 antag	Vif-A3G inh	D1 ag	D2 potentiator	D1 potentiator	Vif-A3F inh	RXFP1 ag	GRP78 ERSR act
CCc1ccc(C2CC(=O)c3c([nH]c(C(=O)OCCOc4ccccc4)c3C)C2)cc1 (configuration not stated)
    -16	-5	?	7	10	-2	-7%	0.5%	15%
COC(=O)c1cc(NC(=O)c2cc3sccc3n2Cc2ccc(Cl)cc2)cc(C(=O)OC)c1
    2	.	-4%	3	1	0	-17%	-1.3%	-5%
CCOC(=O)c1sc(NC(=O)C(CC)Sc2nc3ccccc3[nH]2)nc1C (configuration not stated)
    .	-12	-6%	.	.	.	15%	.	-2%
CC(C(=O)Nc1ccc(Br)cc1)N(C)CC(=O)NCc1ccco1 (configuration not stated)
    4	-4	-3%	1	-5	0	6%	0.4%	-3%
O=C(c1cc2cc(Br)ccc2o1)N1CCCCC1
    -17	-17	-2%	2	13	0	-16%	-1.9%	0%
CS(=O)(=O)c1ccc(Cl)c(NC(=O)C2CCCCN2S(=O)(=O)c2ccccc2)c1 (configuration not stated)
    -7	-1	-1%	1	4	-3	0%	0.0%	-3%
COCCNc1nnc(SCC(=O)c2cc(C)n(C3CC3)c2C)s1
    .	12	-9%	.	.	.	-7%	.	2%
COc1ccccc1C(=O)Nc1nnc(SCc2cc(=O)c3cc(Cl)ccc3[nH]2)s1
    -7	5	8%	0	-13	3	-7%	0.7%	-3%
O=C(CSc1ccc(-c2ccc(F)cc2)nn1)NC1CCCCC1
    -14	-1	0%	1	.	-12	8%	-0.1%	-2%
CC(=O)Nc1cccc(C(=O)NN2C(=O)NC3(CCC(C)CC3)C2=O)c1 (configuration not stated)
    .	1	4%	.	.	.	1%	.	2%
Cc1cc(C)cc(NC(=O)N2CCN3CCCCC3C2)c1 (configuration not stated)
    -10	.	-1%	2	8	-2	-4%	3.9%	-1%
COc1ccc(OCCn2c(C3CC(=O)N(c4ccc(F)cc4)C3)nc3ccccc32)cc1 (configuration not stated)
    0	.	?	4	5	-3	-20%	1.0%	-2%
COc1ccc(OCc2nc(N)nc(Nc3ccccc3)n2)cc1
    1	-18	2%	1	-7	-20	1%	-0.3%	-4%
COc1cc2c(=O)nc3n(c2cc1OC)C(c1ccccc1)N=C(N)N3 (configuration not stated)
    7	.	.	1	-4	1	.	0.1%	.
CCOc1ccc(CN(C)C(=O)CNC(=O)c2cc(OC)c(OC)c(OC)c2)cc1
    -1	14	0%	0	10	-7	-2%	0.2%	0%
COc1ccc(C(=O)Cn2c(=N)n(C)c3ccccc32)cc1
    4	-6	1%	3	0	-1	11%	0.6%	1%
O=C(CN1C(=O)NC2(CCCCCC2)C1=O)NC1CC1
    6	-22	1%	2	15	-6	1%	0.0%	-4%
CCOC(=O)NC(=O)/C(C=Nc1ccc(Cl)c(Cl)c1Cl)=C(\C)O
    -21	7	0%	0	.	-5	-1%	2.2%	-1%
CN(C)c1nc(N)nc(N(c2ccccc2)c2ccccc2)n1
    4	.	1%	0	3	-1	0%	8.1%	-4%
Cc1nn(-c2ccccc2)c2sc(-c3n[nH]c(=S)o3)cc12
    -5	4	0%	-1	0	2	-2%	14%	6%

Additional structures follow.
Each structure is followed by: D1 antag	RXFP1 antag	Vif-A3G inh	D1 ag	D2 potentiator	D1 potentiator	Vif-A3F inh	RXFP1 ag	GRP78 ERSR act
Cn1nc(C(F)(F)F)cc1Oc1ncc(C(F)(F)F)cc1Cl
    -9	-2	0%	2	-6	0	15%	2.1%	3%
Cc1cc(Br)cnc1NC(=S)Nc1ccc(F)cc1F
    3	-1	10%	0	-5	-5	?	-0.9%	1%
O=C(NNC(=O)c1ccccc1F)c1ccco1
    0	9	4%	3	11	3	3%	0.5%	5%
CC(C)(C)c1ccc(C(=O)NCC(c2ccco2)S(=O)(=O)c2ccc(F)cc2)cc1 (configuration not stated)
    .	?	3%	12	2	-1	2%	1.0%	-4%
CC(=O)C1=C(O)C(=O)N(c2ccc(S(N)(=O)=O)cc2)C1c1cccc([N+](=O)[O-])c1 (configuration not stated)
    -3	17	0%	4	0	-1	2%	0.5%	-2%
CC1CC2=C(C(=O)O1)C(c1ccc(Cl)cc1)Nc1ccccc1N2 (configuration not stated)
    -12	-1	-3%	1	15	0	10%	0.5%	-2%
COc1ccccc1CNS(=O)(=O)CC12CCC(CC1=O)C2(C)C (configuration not stated)
    -6	4	-3%	1	0	-4	-11%	1.0%	2%
CCN(CC(=O)Nc1ccc(OC)cc1)C(=O)CSCC(=O)Nc1ccc(C)cc1
    8	-3	1%	1	-7	4	6%	-2.8%	-4%
Cc1ccc(CNC(=O)CS(=O)(=O)c2cccc3nsnc23)cc1
    17	.	2%	0	12	1	-3%	1.7%	-2%
Cc1cc(C(=O)Nc2nccs2)c2cc(F)ccc2n1
    3	-4	0%	3	6	-4	-6%	-1.4%	-5%
CC(CCc1ccccc1)NC(=O)CCC1CCCC1 (configuration not stated)
    .	-14	2%	.	.	.	7%	.	4%
CCOCCCNC(=O)c1ccc2c(c1)ncn2C1CCCC1
    18	2	-2%	-2	0	-1	-2%	1.2%	-1%
Cc1cccc(CN2CCC(CNC(=O)CCNC(=O)Cn3ccc4ccccc4c3=O)CC2)c1
    13	-3	-2%	1	9	-1	-6%	1.7%	-5%
COc1ccc(OC)c(N2C(N)=C(C#N)C(c3ccc(OC)c(O)c3)C3=C2CC(C)(C)CC3=O)c1 (configuration not stated)
    9	-5	1%	1	9	7	-2%	0.0%	-1%
CSc1nn(Cc2ccc(F)cc2)c(N)c1S(=O)(=O)c1ccc(Cl)cc1
    -14	.	-2%	6	4	-4	-5%	2.0%	2%
CCS(=O)(=O)c1ccc(C(=O)NC)c(Cl)c1Cl
    -6	12	2%	3	-1	-2	-1%	0.5%	-2%
CCOc1ccc(CN(Cc2ccco2)C(c2cccs2)c2nnnn2C(C)(C)C)cc1 (configuration not stated)
    29	-12	0%	8	5	1	0%	-0.6%	-3%
O=C(NCCCn1ccnc1)c1cc(Br)c(Br)s1
    4	4	0%	4	-15	-1	-1%	0.7%	-5%
CCOC(=O)C1CCN(S(=O)(=O)c2cccc(-c3csc(C)n3)c2)CC1
    -7	-28	-9%	10	.	-3	-10%	-0.1%	-1%
